# Mm-Cpn inhibitor = M. maripaludis TRiC chaperonin inhibition. Potency, µM (doses to about 76.9 µM), inactives show at the highest dose activity, negative = inhibition, usual class: inhibitors. purified Mm-Cpn ATPase, ADP Transcreener TR-FRET. actives 0.031% (n = 330,000); note: potency is the fitted concentration of half-maximal effect; % is set by controls: 0 for no effect and ±100 for the full control effect; nearly all actives have a fitted effect of over 80% in size
#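 Quantitative HTS used 25 nM Mm-CPN and 10 uM ATP in magnesium/KCl Tris buffer, pH 7.4, with 1 mM DTT. Hydrolysis ran 30 min at 37°C; ADP was read by HTRF.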
# Nrf2 activator = activators of Nrf2 (ARE) signaling; AREc32 ARE-luciferase reporter (MCF7-derived line), luminescence, 24 h; Potency, µM (titrated, usually from 46.1 µM), without a hit: at the highest dose activation, usual class: activators; actives 0.31% (n = 410,000); note: potency is the fitted concentration of half-maximal effect; % of control where 0% means no effect; nearly all actives have a fitted effect of over 65% in size
#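 AREc32 cells carrying an ARE-driven firefly luciferase reporter were seeded at 1000 cells/well in OPTI-MEM with 5% FBS, then exposed to compound for 24 hr at 37 deg C. Luminescence was read with Steady-Glo after 30 min at RT.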
# Akt phos inh = Akt phosphorylation inhibition; Neuro2A IGF-stimulated pAkt S473 HTRF, 20 min; active compounds read low; activity change, % for hits at 50 µM; actives 0.32% (n = 360,000); in the data active = activity change below about -80%; inconclusive = mostly about -51% to -80%; note: % is set by controls: 0 for no effect and ±100 for the full control effect
#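 Neuro2A cells in DMEM with 0.5% FBS, overnight at 37 deg C, given compound at single 50 µM final, then IGF (6 nM final) for 20 min at 37 deg C. Lysed; phospho-Akt Ser473 by HTRF after 24 h, 665/615 ratio.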
# Abeta yeast res = compounds reversing amyloid beta toxicity in yeast; Potency, µM (series often up to 46.1 µM), for the others: top-dose growth rescue, usual class: activators; actives 0.063% (n = 410,000); yeast expressing A-beta42, growth rescue, OD600, 48 h; response scale: 0% DMSO, 100% iron-clioquinol control; note: potency is the fitted concentration of half-maximal effect; nearly all actives have a fitted effect of over 55% in size
#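 Yeast A-beta toxicity model in growth medium with pinned compounds, 48 h at 30 C; growth read as absorbance at 600 nm. Normalized to FeCl3/clioquinol equimolar mix (positive) and DMSO (negative).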
# CCT modulator = modulators of cytosolic chaperonin (CCT/TRiC) activity; actives 0.3% (n = 360,000); purified chaperonin ATPase assay, HTRF ADP detection, 30 min; activity change, % (no concentration beside the values), hits read low; in the data active = activity change below about -30%; note: % is set by controls: 0 for no effect and ±100 for the full control effect
#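 We incubate TRiC, 40 or 20 nM final, with library compounds at 76 uM and 10 uM ATP for 30 min at 37 °C. ADP formed is detected with Transcreener HTRF reagents after 30 min at room temperature.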
# HepG2 tox = HepG2 cytotoxicity, counter-screen for TGF-b inhibitors | AID 588856 | HepG2 CAGA-GFP viability, ATP luminescence, 18 h | Potency, µM (doses to about 46.1 µM), for inactives: at the highest dose activity change, negative = cytotoxicity, hits mostly cytotoxic | actives 0.76% (n = 410,000); note: potency is the fitted concentration of half-maximal effect; some results filed as inactive show a strong effect at the top dose
#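 CellTiter-Glo luminescence gave cytotoxicity after 18 hours at 37 degrees C. The cells were HepG2 CAGA-GFP in 1% FBS DMEM, stimulated with 500 pg/mL TGF-beta after compound addition. %Activity was normalised to no-cell wells (complete cell-killing) and DMSO (no toxicity), and curves were fitted and classified.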
# A549 tox = A549 cytotoxicity, counter-screen for Nrf2 inhibitors. actives 0.16% (n = 390,000). AID 504648. Potency, µM (series often up to 46 µM), inactives show top-dose activity change, negative = cytotoxicity, most hits filed as inhibitors. A549 ARE-Fluc cells, CellTiter-Fluor viability, 18-24 h; note: potency is the fitted concentration of half-maximal effect; % is set by controls: 0 for no effect and ±100 for the full control effect
#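 A549 ARE_Fluc cells in 5% FBS OPTI-MEM were exposed to compounds in concentration-response for 18-24 h at 37 deg C. Viability was read by CellTiter-Fluor fluorescence (Ex 405/Em 525) after 30 min, before the luciferase read.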
# TGFb SMAD3 inh = blocks TGF-b signaling. HepG2 CAGA-GFP TGF-b/SMAD3 reporter, GFP fluorescence, 18 h; TGF-beta stimulated, 500 pg/mL final. Potency, µM (top dose mostly 46.1 µM), inactives show at the highest dose activity, negative = inhibition, usual class: inhibitors. actives 1.2% (n = 410,000); note: potency is the fitted concentration of half-maximal effect; % is set by controls: 0 for no effect and ±100 for the full control effect; nearly all actives have a fitted effect of over 65% in size
#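 HEPG2 CAGA-GFP reporter cells (1000/well, DMEM with 1% FBS) received compounds, then recombinant TGF-beta at 500 pg/mL final for 18 hours at 37 degrees C. Per-cell GFP summed per well was normalised to unstimulated and stimulated DMSO controls before curve fitting.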
# Nrf2 block = inhibitors of Nrf2 signaling. actives 2.1% (n = 360,000). AID 504444. Potency, µM (top dose mostly 46 µM), for the others: at the highest dose activity change, negative = inhibition, actives largely listed as inhibitors. A549 ARE-Fluc reporter, luciferase luminescence, 18-24 h; note: potency is the fitted concentration of half-maximal effect; % is set by controls: 0 for no effect and ±100 for the full control effect; nearly all actives have a fitted effect of over 60% in size
#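 A549 ARE_Fluc cells (5000/well, 5% FBS OPTI-MEM) pre-incubated 2 h, then treated with compounds 18-24 h at 37C/5% CO2 in concentration-response. CellTiter-Fluor viability read first; BugLite luciferase luminescence after 15 min at room temperature gives Nrf2 activity.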
# An asterisk follows results filed as active; i = inactive; ? = inconclusive; . = no result given; [ ] = another dose, or the depositor's remark. Unless noted, calls come from the whole dose curve; as a rule, active = well fitted curve in the direction sought with a large enough effect; inconclusive = small, poorly fitted or top-dose-only effect, or another doubt; inactive = no such curve, though single readings can be large; an effect the other way counts as inactive or inconclusive.
cpd	Compound	Mm-Cpn inhibitor	Nrf2 activator	Akt phos inh	Abeta yeast res	CCT modulator	HepG2 tox	A549 tox	TGFb SMAD3 inh	Nrf2 block
1	COC(=O)C1C(=O)CC(C)(O)C(C(=O)OC)C1/C=C/c1ccccc1 (stereo not given)	-1%	0.2%	i	-24%	0.9	2%	0%	1%	-10%
2	O=C(CCc1nnc2n(Cc3ccccc3Cl)c(=O)c3ccccc3n12)NCCCN1CCOCC1	1%	-0.7%	i	.	-0.4	13%	0%	18%	9%
3	CCCCn1c(N)c(N(CC(C)C)C(=O)c2cccc(S(=O)(=O)N3CC(C)OC(C)C3)c2)c(=O)[nH]c1=O (stereo not given)	1%	-0.1%	i	2%	0.7	-1%	-11%	-28%	-10%
4	COc1cc(C(=O)Nc2ccccc2SCc2cc(=O)n3nc(C)sc3n2)cc(OC)c1OC	0%	-0.8%	i	-1%	-0.3	4%	0%	6%	17%
5	Cc1cc(C)n(C(=O)c2ccc(Cn3nc(C)c(Br)c3C)o2)n1	0%	-0.4%	.	-5%	-0.8	7%	-4%	18%	3%
6	CC(C)Oc1ccc(OCCSc2nc3ccccc3n2CC(=O)O)cc1	-2%	-0.6%	i	-16%	0.9	-11%	0%	-9%	-10%
7	Cc1ccc(Nc2nnc(C)c(=O)[nH]2)cc1	2%	2.5%	i	-3%	-4.1	-28%	5%	?	2%
8	CC(/C=N/Nc1nc(C)cc(=O)[nH]1)=C\c1ccccc1	-6%	3.0%	i	-13%	1.1	2%	2%	14%	-6%
9	CCC(=O)OCc1cc(=O)oc2ccc3ccccc3c12	-5%	-0.2%	i	-15%	-0.2	-13%	0%	9%	0%
10	Cc1ccc(C(=O)NC(c2ccccc2)C(Cl)Cl)cc1 (stereo not given)	2%	0.6%	i	15%	0.9	-21%	15%	?	6%
11	O=C(CN1CCN(C(=O)CCC(=O)N2CCC(c3ccccc3)=N2)CC1)Nc1cccc(F)c1	.	-0.1%	i	-1%	-0.4	11%	.	-2%	.
12	COc1ccccc1C1Nc2cccc3cccc(c23)N1	-3%	28%	i	-6%	-5.0	-20%	-14%	-30%	-10%
13	COC(=O)c1cc(S(=O)(=O)N2CCOCC2)ccc1Sc1ccccc1N	-23%	3.9%	-99%*	-13%	0.4	-9%	-26%	2%	?
14	CNC(=S)N(Cc1ccc(OC)cc1)Cc1cc2cccc(C)c2[nH]c1=O	0%	-0.2%	i	-15%	-8.3	-12%	2%	5%	-1%
15	CCn1c(CNc2ccccc2Cl)nnc1SCC(=O)NCc1ccccc1	-1%	-0.5%	i	22%	-1.8	-17%	0%	-9%	0%
16	CC(=O)Oc1ccc(N(c2ccccc2)S(=O)(=O)c2ccc(C)cc2)cc1	0%	-0.2%	i	-5%	-0.3	-4%	2%	-29%	-11%
17	COC(=O)Cc1ccc(NC(=S)N2CCN(c3ccc(F)cc3)CC2)cc1	0%	-0.4%	i	0%	-2.3	-3%	1%	-25%	?
18	CN(C)c1ccc(-c2csc(C(C)(O)c3ccccc3)n2)cc1 (stereo not given)	.	0.4%	i	-5%	-0.7	-5%	.	8%	.
19	CCOC(=O)c1[nH]c(C)c(CCC(=O)NCc2ccc(OCC)cc2)c1C	.	0.5%	.	-9%	.	-1%	2%	10%	.
20	CC(C)CNC(=O)C1(C)CCCN1C(=O)c1cccnc1 (stereo not given)	.	0.2%	i	-9%	-2.6	2%	.	2%	.
21	CCCN(C(=O)COC(=O)CSc1ccc(C(N)=O)cc1[N+](=O)[O-])C1CCS(=O)(=O)C1 (stereo not given)	0%	2.2%	i	-11%	-1.7	-11%	1%	-6%	2%
22	O=C(CNC(=O)C1CCCCC1)NCc1ccco1	0%	0.2%	i	-1%	1.0	2%	0%	-11%	-15%
23	O=S(=O)(O)c1cc(O)c(N=Nc2ccc(O)cc2O)c2ccccc12	.	4.7%	i	-43%[inhibitor]	-0.3	-13%	21µM*	-8%	?
24	Cc1cc(N2CCOCC2)nc2ccc(NC(=S)N3CCN(Cc4ccccc4)CC3)cc12	-1%	9.6%	i	-14%	1.2	0%	-4%	-8%	-6%
25	O=C(NCc1ccccc1)C1c2ccccc2OCC(=O)N1CCc1ccccc1 (stereo not given)	.	6.6%	i	0%	0.3	.	.	.	.
26	OCCNc1nc(SCc2ccccc2)nc2sc3c(c12)CCC3	-1%	4.3%	i	-13%	-0.1	-10%	0%	-2%	-28%
27	CSc1ccc(S(=O)(=O)NC2CC3CCC2C3)cc1 (stereo not given)	-1%	-1.2%	i	-51%[inhibitor]	-2.8	-38%	4%	-28%	-5%
28	CC(C)CCc1c(O)nc(SCC(C)C)[nH]c1=O	-1%	-0.1%	i	6%	-0.5	-13%	9%	-9%	21%
29	CC(C)(C)NC(=O)Cn1c(SCC(=O)NC2CCCCC2)nc2ccccc21	0%	0.2%	i	3%	1.4	-18%	-9%	0%	-20%
30	COc1ccc(C(=O)N/N=C/c2ccc(OC)c(CN3CCc4cc(OC)c(OC)cc4C3C)c2)cc1 (stereo not given)	-7%	2.6%	i	6%	2.3	-48%	-11%	-15%	-7%
31	C=CCn1c(SCC(=O)c2ccc(Cl)cc2)nnc1-c1ccc2c(c1)OCO2	-3%	0.5%	i	-17%	-0.3	3%	-1%	-30%	-15%
32	CCC1=Nc2cc(C(=O)NCc3ccco3)ccc2Sc2ccc(C)cc21	-1%	2.7%	i	34%	-2.2	-25%	-28%	?	?
33	CC(=O)Oc1ccc(N(C(C)=O)S(=O)(=O)c2ccc3ccccc3c2)cc1	-4%	-0.6%	i	0%	-2.1	-21%	7%	-14%	-16%
34	COc1cc(NC(=O)C2CCN(S(=O)(=O)c3ccc(Cl)cc3)CC2)ccc1-n1cnnn1	0%	-0.3%	i	14%	-5.5	-25%	-4%	-20%	-19%
35	CC(=O)Nc1ccc(C(=O)N2CCCCC2c2cc(C(=O)NCc3ccccc3)no2)cc1 (stereo not given)	.	0.0%	i	-5%	-0.6	-2%	.	23%	.
36	O=C(CSC1=NCCS1)Nc1nc(-c2ccccc2)cs1	-5%	14%	i	14%	2.6	-2%	-3%	-1%	?
37	O=C(NCc1ccccc1Cl)C(=O)NCC1OCCN1S(=O)(=O)c1ccc(F)cc1 (stereo not given)	-7%	-0.6%	i	-9%	-1.4	-20%	3%	?	-4%
38	CCOc1cc2[nH]c(=S)n(CC3CCCN3CC)c(=O)c2cc1OCC (stereo not given)	-3%	0.3%	i	11%	-1.8	-17%	?	0%	24%
39	Cc1cc(N2CCCC2)ccc1/C=C1\NC(=S)N(C)C1=O	-14%	4.1%	i	-8%	-3.1	-4%	-14%	10%	.
40	CCOc1ccc(OCC)c(Nc2cc(C)nc3ncnn23)c1	-10%	27%	i	10%	-0.9	-15%	8%	0%	-17%
41	CCOC(=O)N1N=C(c2ccc(OC)cc2)CC1(O)C(F)(F)F (stereo not given)	-1%	0.0%	i	-13%	-0.9	-1%	4%	-13%	?
42	CC(C)(C)OC(=O)[C@H](Cc1ccccc1)NC(=O)c1nc[nH]c1C(=O)N1CCNCC1	1%	-0.2%	i	5%	1.4	11%	-2%	10%	13%
43	COc1ccc([C@H]2CC(=O)C=C(c3cc(C)ccc3F)C2)cc1	-1%	-2.1%	i	?	-1.8	-12%	-1%	-18%	5%
44	Cc1ccc(CSC2=Nc3ccccc3C3=NC(=O)CN23)cc1	-4%	5.1%	i	-19%	0.0	-14%	-11%	17%	-3%
45	CCC(C)(C(=O)NC1CCCC1)N(C(=O)c1ccccn1)c1ccccc1 (stereo not given)	-29%	0.0%	i	11%	-2.4	-12%	-7%	-30%	-2%

# Some of the entries so far, with two lines to a compound:
# Screens in order – Mm-Cpn inhibitor	Nrf2 activator	Akt phos inh	Abeta yeast res	CCT modulator	HepG2 tox	A549 tox	TGFb SMAD3 inh	Nrf2 block
22) O=C(CNC(=O)C1CCCCC1)NCc1ccco1
  0%	0.2%	i	-1%	1.0	2%	0%	-11%	-15%
23) O=S(=O)(O)c1cc(O)c(N=Nc2ccc(O)cc2O)c2ccccc12
  .	4.7%	i	-43%[inhibitor]	-0.3	-13%	21µM*	-8%	?

# (continued)
cpd	Compound	Mm-Cpn inhibitor	Nrf2 activator	Akt phos inh	Abeta yeast res	CCT modulator	HepG2 tox	A549 tox	TGFb SMAD3 inh	Nrf2 block
46	CCCCOc1ccc(C(=O)NCC(=O)NCC(c2ccc(F)cc2)N2CCOCC2)cc1 (stereo not given)	-3%	1.9%	i	11%	1.4	-19%	1%	-11%	10%
47	OCC1(Cc2ccc(Cl)cc2)CCN(Cc2ccc3nsnc3c2)CC1	-18%	18%	i	11%	3.5	-22%	5%	3%	5%
48	COc1ccccc1C(CNC(=O)c1cccc(S(=O)(=O)N2CCCc3ccccc32)c1)N(C)C (stereo not given)	.	1.3%	i	2%	-2.2	-47%	-7%	-5%	3%
49	COc1ccc(Cl)cc1NC(=S)NCCO	1%	-0.8%	i	-1%	0.1	2%	1%	-1%	22%
50	COc1cc(/C=N/NC(=O)c2cc(-c3ccc4c(c3)OCO4)n[nH]2)ccc1O	1%	8.3%	i	9%	1.5	-1%	-18%	45%[activator]	?
51	O=C(CSc1nnc(-c2cccs2)o1)Oc1ccc(Cl)cc1	.	-1.0%	.	1%	.	-9%	11%	33%[activator]	?
52	CCn1c(=Nc2ccc(N3CCOCC3)cc2)ccc2ccccc21	0%	0.2%	i	?	3.6	5%	-6%	33%	.
